Compound activity as filed in PubChem.
HEK293 tox – cytotoxicity counter-screen for GLP-1 receptor inverse agonists; actives 0.13% (n = 410,000); Potency, µM (top dose mostly 38.3 µM), without a hit: top-dose activity change, negative = inhibition, hits mostly inhibitors; AID 624418; HEK293 cAMP-luciferase reporter cells, luminescence, 24 h;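 further: loss of luciferase light is scored as toxicity; potency means the concentration at half of the fitted maximal effect; on the % scale 0 is the no-effect control and ±100 the full control effect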
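A 23 nL compound transfer followed 12 hours of cell culture at 37 deg C; exposure then lasted 24 hr. Luciferase assay detection reagent was dispensed and plates read for luminescence after a 12 min room-temperature wait.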
D3 antag – D3 dopamine receptor (human) antagonism; P35462; max response, negative = inhibition, %; D3R cells, DiscoveRx beta-arrestin luminescence, antagonist mode; hits give low values; AID 652054; actives 2.5% (n = 360,000); in the data active means max response below about -50%; inconclusive means no clear call, values can overlap the other calls; further: on the % scale 0 is the no-effect control and ±100 the full control effect; mostly tested at two doses, the higher about 12 µM
Target sequence (P35462 whole entry, looked up): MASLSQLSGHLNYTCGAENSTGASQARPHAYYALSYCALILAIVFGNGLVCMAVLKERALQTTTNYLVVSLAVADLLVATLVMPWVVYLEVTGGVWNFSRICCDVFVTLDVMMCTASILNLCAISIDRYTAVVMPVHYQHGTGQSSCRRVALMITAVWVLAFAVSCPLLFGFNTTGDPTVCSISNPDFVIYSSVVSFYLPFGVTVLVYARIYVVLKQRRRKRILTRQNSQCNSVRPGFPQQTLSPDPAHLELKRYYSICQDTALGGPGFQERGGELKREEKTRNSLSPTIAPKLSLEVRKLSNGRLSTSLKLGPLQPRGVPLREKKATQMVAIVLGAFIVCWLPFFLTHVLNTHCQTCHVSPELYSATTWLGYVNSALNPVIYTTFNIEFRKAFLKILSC
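Cells plated overnight at 1500 cells/well, then exposed to library compounds with dopamine controls for 90 minutes at 37 degrees C. DiscoveRx reagent added for 30–60 minutes at room temperature; luminescence read, quantitative HTS format.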
GLP-1R agonist – activates the human GLP-1 receptor; HEK293 GLP-1R CRE-luciferase, luminescence, 4-6 h; cells express a hypersensitive GLP-1R form; Potency, µM (doses to about 45.6 µM), for the others: at the top dose activation, actives largely listed as activators; actives 0.007% (n = 380,000); AID 624172; further: potency means the concentration at half of the fitted maximal effect; % of control where 0% means no effect
Target sequence (P43220 whole entry, looked up): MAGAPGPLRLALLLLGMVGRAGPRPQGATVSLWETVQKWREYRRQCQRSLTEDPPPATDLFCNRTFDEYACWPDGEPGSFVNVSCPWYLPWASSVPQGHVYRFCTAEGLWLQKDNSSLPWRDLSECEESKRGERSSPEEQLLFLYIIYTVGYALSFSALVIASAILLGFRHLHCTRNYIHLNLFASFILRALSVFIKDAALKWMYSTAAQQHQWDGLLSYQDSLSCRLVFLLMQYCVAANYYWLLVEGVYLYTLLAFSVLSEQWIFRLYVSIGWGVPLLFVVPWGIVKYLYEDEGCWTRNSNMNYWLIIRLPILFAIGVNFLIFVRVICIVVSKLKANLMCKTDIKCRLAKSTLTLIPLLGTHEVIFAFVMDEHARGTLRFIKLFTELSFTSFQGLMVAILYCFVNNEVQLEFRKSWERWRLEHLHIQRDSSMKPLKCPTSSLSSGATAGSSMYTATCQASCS
GLP-1R inv ag – inverse agonists of human GLP-1 receptor | P43220 | actives 1.6% (n = 410,000) | Potency, µM (highest dose often 38.3 µM), for the others: top-dose activity change, negative = inhibition, hits mostly inhibitors | HEK293 GLP-1R CRE-luciferase, luminescence, 24 h; GLP-1R form is constitutively active; further: potency means the concentration at half of the fitted maximal effect; on the % scale 0 is the no-effect control and ±100 the full control effect; nearly all actives have a fitted effect of over 55% in size
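HEK293 cells stably co-expressing a cAMP-responsive luciferase reporter and constitutively active GLP-1R were seeded, incubated 12 h, then exposed to compounds for 24 h at 37 C. Luminescence was read 12 min after detection reagent; inverse agonists lower signal.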
PTHR1 agonist – activates the human parathyroid hormone receptor PTHR1; HEK293 GP2 PTHR1 cells, GloSensor cAMP luminescence, 1 h; actives 0.075% (n = 410,000); Potency, µM (highest dose often 115 µM), without a hit: at the highest dose activation, usual class: activators; further: potency means the concentration at half of the fitted maximal effect; nearly all actives have a fitted effect of over 55% in size; some results filed as inactive show a strong effect at the top dose; inactives centre near -15; many of its hits are not listed in these tables
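HEK-293-derived GP2 cells expressing PTHR1 and a GloSensor cAMP reporter, 3,000/well, plated overnight, given luciferin plus IBMX (each 0.5 mM as added) for 1 h at 37 °C, then compound for 1 h at 37 °C. Luminescence was read after 15 min at room temperature.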
KB-V1 MDR tox – kills drug-selected multidrug resistant KB-V1 cells; KB-V1 MDR cells viability, CellTiter-Glo, 72 h; Potency, µM (titrated, usually from 46.1 µM), without a hit: top-dose activity change, negative = cytotoxicity, usual class: cytotoxic; actives 3.4% (n = 400,000); AID 1347076; further: potency means the concentration at half of the fitted maximal effect; on the % scale 0 is the no-effect control and ±100 the full control effect; nearly all actives have a fitted effect of over 60% in size
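KB-V1, DMEM (no phenol red) + 10% FBS; cpd pin-transferred, titration series; 72 h, 37 degrees C; CellTiter-Glo, luminescence. Data normalized, curve-fit.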
DRD3 agonist – D3 dopamine receptor (human) agonism; P35462; D3R DiscoveRx beta-arrestin cells, luminescence, 90 min; max activation, %; actives 0.58% (n = 410,000); in the data active means max activation above about 30%; further: 0% is about no effect; mostly tested at two doses, the higher about 12 µM
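Agonist mode: compounds and dopamine controls were applied to plated cells for 90 min at 37 degrees C after an overnight attachment at 1500 cells/well. Luminescent read-out followed 30 - 60 minutes at room temperature with DiscoveRx detection reagent.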
aSyn rescue – rescues yeast growth from alpha-synuclein toxicity; Potency, µM (top dose mostly 46.1 µM), inactives show at the highest dose growth rescue (activation), usual class: activators; actives 0.14% (n = 370,000); Yeast expressing alpha-synuclein, growth rescue, BacTiter-Glo, 24 h; further: potency means the concentration at half of the fitted maximal effect; % of control where 0% means no effect; nearly all actives have a fitted effect of over 65% in size
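Readout is rescue of growth in alpha-synuclein-expressing yeast, so inhibitors of toxicity appear as activators. Growth after 24 hr at 30 deg C in galactose medium is quantified by luminescence.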
TDP-43 yeast inh – rescues yeast growth from TDP-43 toxicity. Potency, µM (top dose mostly 46.1 µM), inactives show at the top dose growth rescue (activation), most hits filed as activators. TDP-43 expressing yeast growth rescue, BacTiter-Glo, 24 h. actives 1.8% (n = 410,000); further: potency means the concentration at half of the fitted maximal effect; % of control where 0% means no effect; nearly all actives have a fitted effect of over 50% in size
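In this qHTS, compounds that restore growth of yeast expressing TDP-43 appear as activators. Cells (OD600=0.02, galactose medium, raffinose-pregrown) are incubated with compound 24 hr at 30 deg C and growth is quantified by BacTiter-Glo.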
* hit, by the source's call; i = inactive; ? = inconclusive; / = not tested or not shown; [ ] = remark or other dose. Unless noted, the call rests on the fitted dose curve; in most records, active means well fitted curve in the direction sought with a large enough effect; inconclusive means small, poorly fitted or top-dose-only effect, or another doubt; inactive means no such curve, though single readings can be large; an effect the other way counts as inactive or inconclusive.

item	molecule	HEK293 tox	D3 antag	GLP-1R agonist	GLP-1R inv ag	PTHR1 agonist	KB-V1 MDR tox	DRD3 agonist	aSyn rescue	TDP-43 yeast inh
1	CS(=O)(=O)c1nc2ccccc2n1Cc1ccccc1	-11%	19	-1%	-24%	-2%[57.5 µM]	?	-15	6%	14%
2	Brc1ccccc1-c1nnc(CSc2nncn2-c2ccccc2)o1	-6%	24	10%	0%	i	-24%	-4	7%	-5%
3	CC(C)(C)[C@H]1COC(=O)[C@@H](Cc2ccc(F)cc2)CC/C=C/C[C@@H](CC(=O)N[C@H](CO)Cc2ccccc2)C(=O)N1	1%	-19	0%	?	-44%[inhibitor]	6%	-15	-3%	-2%
4	COc1cc(OC)c2c(-c3cccc(-c4ccc(N(C)C)cc4)c3)cc(=O)oc2c1	?	-21	16%	?	-21%	?	-21	0%	29%
5	COc1cc(Br)cc2cc(C(=O)N3CCCCC3C)c(=O)oc12 (stereo not given)	42%[activator]	-24	2%	7%	i	-15%	-12	3%	-3%
6	CC(C(=O)Nc1ccc2c(c1)OCO2)N(C)CC(=O)Nc1ccccc1Cl (stereo not given)	4%	-4	8%	?	-28%	0%	2	-5%	16%
7	O=c1c(-c2ccc(Cl)cc2)coc2c(CN3CCOCC3)c(O)ccc12	14%	-8	-7%	0%	-5%	17%	-5	16%	-2%
8	CCOc1ccc(C(=O)NCC2(c3ccccc3)CCOCC2)cc1	4%	-3	-4%	13%	i	-7%	0	5%	-1%
9	COc1ccc(-c2csc(NC(=O)c3ccccc3Br)c2C(=O)O)cc1	0%	-1	-1%	?	-15%	3%	6	1%	-48%[inhibitor]
10	O=C(Nc1cccc(S(=O)(=O)N2CCOCC2)c1)C1COc2ccccc2O1 (stereo not given)	2%	41	0%	7%	-75%[inhibitor]	0%	6	4%	7%
11	CC1CCCC(C(=O)O)N1C(=O)CCSSCCC(=O)N1C(C)CCCC1C(=O)O (stereo not given)	-10%	8	-6%	1%	i	11%	1	0%	5%
12	C=CCNCCCOc1ccc(Cl)cc1Br	9%	-67*	-8%	-6%	i	2%	-15	3%	-11%
13	CCN(CC(O)COCc1ccc(Cl)cc1)C1CCCCC1 (stereo not given)	19%	-10	0%	-40%	i	-23%	-13	0%	24%
14	Cc1ccc(CN2CCC(c3cc(-c4cccs4)n[nH]3)CC2)cc1	-25%	-78*	3%	?	i	?	-6	-6%	17%
15	COCCCNC(=O)C(C)N1c2cccc3cccc(c23)S1(=O)=O (stereo not given)	0%	10	-6%	11%	i	-6%	9	0%	0%
16	Cc1ccc2nc(N(CCCN(C)C)C(=O)c3cc4ccccc4oc3=O)sc2c1	-5%	0	0%	?	i	-21%	2	0%	2%
17	COc1ccc(Cl)cc1NC(=S)NNC(=O)c1cccnc1	17%	-19	-1%	-4%	-44%[inhibitor]	-11%	-2	1%	21%
18	CCn1nc(NC(=O)c2ccco2)c2cc3ccccc3nc21	202%[activator]	?	18%	5%	i	?	0	-11%	-8%
19	COc1ccc(S(=O)(=O)NNC(=O)C2COc3ccccc3O2)cc1[N+](=O)[O-] (stereo not given)	-14%	-24	4%	1%	-20%	2%	6	0%	-19%
20	COc1ccc(OCC(=O)N2c3ccc(C)cc3C3CN(C)CCC32)cc1 (stereo not given)	11%	3	7%	-22%	i	-21%	-3	1%	0%
21	CC1=C(C(N)=O)C(c2ccccc2)n2nc(-c3cccc(C)c3)nc2N1 (stereo not given)	-15%	18	3%	15%	-22%	-2%	2	5%	13%
22	Cc1ccc(NC(=O)C2CCCN2S(=O)(=O)c2ccc(-c3ccc(=O)[nH]n3)s2)c(C)c1 (stereo not given)	-4%	3	16%	45%[activator]	-3%	0%	6	-5%	0%
23	CCN(CC)c1nc(N)c2c(N)n(-c3ccccc3C)c(=S)c(C#N)c2c1C#N	2%	-82*	0%	?	-15%	-4%	1	0%	13%
24	Cc1cc(S(=O)(=O)NCCC2=CCCCC2)ccc1Br	-2%	-2	5%	?	-7%	?	-8	0%	-2%
25	C[C@@H]1CN([C@H](C)CO)C(=O)Cc2cc(NC(=O)Nc3ccccc3)ccc2O[C@@H]1CN(C)C(=O)Nc1ccc2c(c1)OCO2	1%	-4	7%	0%	i	-8%	-6	-5%	2%
26	Cc1c2cnn(-c3ccccc3)c(=O)c2c(C)n1CCCC(=O)N1CCN(C)CC1	-5%	36	-3%	-8%	-13%	-5%	-5	4%	5%
27	Cc1nc(C(=O)Nc2cccc(Cl)c2Cl)nn1-c1cc(OC(C)C)c(Cl)cc1Cl	25%	-30	0%	?	-1%	?	-12	5%	-26%
28	O=C(O)c1ccc(CS(=O)(=O)Cc2ccccc2F)o1	-12%	?	-6%	0%	i	-3%	4	1%	1%
29	CC1=CC(C)=Nc2ccccc2N1	-3%	-11	-1%	5%	-8%[57.5 µM]	-11%	3	-11%	-14%
30	O=C(O)c1ccccc1NS(=O)(=O)c1ccc(NN=Cc2ccccc2F)c([N+](=O)[O-])c1	-11%	-8	-9%	10%	-65%[inhibitor]	?	3	-3%[1.84 µM]	1%
31	Nc1cc2c(cc1Cl)-c1ccc(Cl)cc1C2=O	0%	9	0%	-2%	-5%	-1%	2	6%	26%
32	Cc1cc(C)n(-c2ccnc3cc(Cl)ccc23)n1	0%	21	4%	-8%	-8%	0%	1	2%	?
33	CCC(C)C(=O)Nc1nc2ccc(OC)cc2s1 (stereo not given)	-1%	13	23%	-8%	-4%	-4%	5	?	-9%[1.82 µM]
34	CCCCC(=O)N(C)c1c(CC)nc2c(OCC(=O)c3ccc(Cl)cc3Cl)cccn12	6%	-21	-1%	?	-16%	?	1	-11%	6%
35	CCS(=O)(=O)N1CCC(C(=O)Oc2ccc(Cl)cc2)CC1	-6%	18	-17%	24%	-24%	12%	7	10%	?
36	O=C(CSC1=NS(=O)(=O)c2cc(Cl)ccc2N1)Nc1ccccc1F	-7%	-21	-3%	-8%	-8%	-2%	-20	-1%	-11%

2 of these compounds, set out differently.
[13] CCN(CC(O)COCc1ccc(Cl)cc1)C1CCCCC1 (stereo not given)
- HEK293 tox: 19%
- D3 antag: -10
- GLP-1R agonist: 0%
- GLP-1R inv ag: -40%
- PTHR1 agonist: i
- KB-V1 MDR tox: -23%
- DRD3 agonist: -13
- aSyn rescue: 0%
- TDP-43 yeast inh: 24%

[14] Cc1ccc(CN2CCC(c3cc(-c4cccs4)n[nH]3)CC2)cc1
- HEK293 tox: -25%
- D3 antag: -78*
- GLP-1R agonist: 3%
- GLP-1R inv ag: ?
- PTHR1 agonist: i
- KB-V1 MDR tox: ?
- DRD3 agonist: -6
- aSyn rescue: -6%
- TDP-43 yeast inh: 17%

The list goes on.
item	molecule	HEK293 tox	D3 antag	GLP-1R agonist	GLP-1R inv ag	PTHR1 agonist	KB-V1 MDR tox	DRD3 agonist	aSyn rescue	TDP-43 yeast inh
37	O=C(COC(=O)c1ccccc1SCC(=O)N1CCCC1)NCc1ccc(F)cc1	3%	?	7%	-4%	-2%	-20%	-3	-1%	-10%
38	Cn1c(=O)c2cn(-c3ccc4c(c3)OCCO4)cc2n(C)c1=O	1%	0	-15%	-1%	-9%	2%	5	-12%	10%
39	COc1ccc(Cn2c(SCc3ccc(C(=O)NCCc4ccccc4)cc3)nc3cccnc32)cc1	-7%	/	/	-14%	i	-8%	-1	/	23%
40	CNC(=O)NC(=O)CSc1nnc(-c2ccc(F)cc2)n1CC1CCCO1 (stereo not given)	-6%	-16	0%	-11%	i	-14%	-5	-5%	-27%
41	CCc1ccc(-c2nn(-c3ccccc3)cc2C2SCC(=O)N2Cc2ccco2)cc1 (stereo not given)	20%	10	0%	?	-7%	-9%	3	19%	?
42	Cc1cccc(C)c1OCc1cc(C(=O)N2CCN(c3ccc(F)cc3)CC2)no1	11%	1	5%	?	-92%[inhibitor]	-25%	-1	4%	?
43	N=c1oc2ccccc2cc1C(=O)NC1CCCCCC1	8%	1	-4%	-2%	i	-15%	9	-3%	-19%
44	COc1ccc(C(=O)N2CCN(Cc3cc(OC)ccc3OC)CC2)cc1	5%	-12	1%	-19%	-7%	16%	-15	-6%	-8%
45	CCOC(=O)C(CC(=O)c1ccccc1)CC(=O)c1ccccc1	-16%	-4	18%	-22%	-3%	0%	-3	10%	15%
46	Cn1c(SCc2ccccc2Br)nc2ccccc2c1=O	2%	128	3%	8%	-8%	?	3	0%	11%
47	Cc1[nH]n(-c2ccccc2)c(=O)c1C=NC1CCCCCC1	-20%	?	-1%	?	-41%[inhibitor]	-28%	-10	4%	15%
48	Cc1cc(Br)c(NC(=O)CCNC(=O)OCc2ccccc2)cc1C	-4%	3	0%	?	-34%	-6%	3	10%	14%
49	CCOC(=O)C1CCN(C(=O)COc2ccc(Cl)cc2Cl)CC1	-3%	-2	13%	?	-75%[inhibitor][57.5 µM]	2%	-2	-6%	25%
50	CCOc1cc(CNc2ccc(CNc3ncn[nH]3)cc2)ccc1OCc1ccccc1	-8%	13	2%	?	-37%[inhibitor]	18µM*	3	6%	0%
51	Cc1ccc(N=Nc2cc(C)ccc2O)c(C)c1	4%	9	-3%	38%[activator]	i	0%	1	0%	12%
52	CCOC(=O)c1ccccc1NC(=O)c1c(O)c2ccccc2n(CC)c1=O	-8%	38	-10%	-9%	i	?	9	7%	-1%
53	O=C1c2oc3ccc(F)cc3c(=O)c2C(c2ccccc2)N1CC1CCCO1 (stereo not given)	3%	-7	-1%	0%	-4%[57.5 µM]	8.2µM*	6	1%	-29%
54	Cc1cccc(N2CCN(C(=O)Cn3c(=O)[nH]c4ccsc4c3=O)CC2C)c1 (stereo not given)	-15%	5	-8%	0%	-11%	3%	1	0%	8%
55	C=CCOc1ccc(Br)cc1CNCCO	-2%	-1	-1%	-10%	i	22%	-6	1%	-12%
56	O=S(=O)(CCC1CCCCN1)c1ccccc1 (stereo not given)	0%	2	1%	12%	-5%	18%	9	0%	-9%
57	COc1ccc(/C=C(\NC(=O)c2ccccc2)C(=O)NCc2ccco2)cc1OC	3%	2	7%	26%	-19%	24%	11	-1%	2%

Only part of the results is shown; the hit share may differ from the screen's.
